APOBEC3G inh: APOBEC3G (human) deaminase inhibition. recombinant A3G, ssDNA deamination FAM/TAMRA fluorescence. inhibition, % at 20 µM. 0.28% of 330,000 active. AID 493012;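 active = inhibition of at least 40% at 20 µM, with no more than 30% in the related APOBEC3A deaminase screen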;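 note: plate controls were DMSO wells with A3G for no effect and wells lacking A3G enzyme for full effect; some compounds called inactive have numbers as strong as hits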
Target sequence (Q9HC16 whole entry, looked up): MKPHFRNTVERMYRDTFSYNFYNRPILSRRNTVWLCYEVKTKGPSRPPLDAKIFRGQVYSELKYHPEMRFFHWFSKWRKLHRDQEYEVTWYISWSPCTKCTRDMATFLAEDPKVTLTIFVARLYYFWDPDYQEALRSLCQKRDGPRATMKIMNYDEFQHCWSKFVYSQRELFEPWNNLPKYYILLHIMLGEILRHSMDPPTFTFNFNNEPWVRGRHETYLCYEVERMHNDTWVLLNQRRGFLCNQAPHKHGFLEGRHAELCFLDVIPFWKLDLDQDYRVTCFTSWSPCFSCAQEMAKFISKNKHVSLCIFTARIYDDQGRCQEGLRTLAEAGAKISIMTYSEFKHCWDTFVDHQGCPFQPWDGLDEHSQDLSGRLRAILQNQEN
SENP6 block: inhibitors of human SENP6 protease; Recombinant SENP6 catalytic domain, aminoluciferin luminescence; Q9GZR1; 1.8% of 330,000 active; inhibition, % at 10 µM;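 active = inhibition above about 50% at the single tested dose, limit read from the data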;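 note: plate controls were DMSO wells with enzyme for no effect and DMSO wells lacking enzyme for full effect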
Apaf-1 inh: blocks human Apaf-1 apoptosome activity. 0.71% of 330,000 active. inhibition, % at 20 µM. reconstituted apoptosome caspase-3 activity, DEVD-Rh110 fluorescence. O14727; active = inhibition of at least 40% at 20 µM;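 note: plate controls were DMSO wells for no effect and DEVD-CHO caspase inhibitor wells for full effect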
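Material: reconstituted apoptosome with Apaf-1, cytochrome c, caspase-9, procaspase-3, dATP. Technique: Rh110 fluorescence intensity. Buffer or medium: pH 7.5 Hepes buffer with CHAPS, BSA, DTT. Times: 30 min plus 50 min, RT.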
SENP1 inh: inhibitors of human SENP1 SUMO protease catalytic domain; Q9P0U3; recombinant SENP1 catalytic domain, CyPet-SUMO1-YPet FRET cleavage; inhibition, % at 10 µM; 0.21% of 360,000 active;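 active = inhibition at least 30% at 10 µM, raw YFP signal under a set limit, fluorescence ratio 0.5 to 1.5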;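 note: 0% = enzyme with DMSO and 100% = no enzyme wells; some results filed as inactive read as strong as hits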
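Test system: hSENP1 catalytic domain, recombinant; Amount: 20 pM final SENP1 enzyme; Medium: Tris pH 8 buffer plus EDTA, NaCl, BME, BSA, NP40, catalase; Schedule: 50 min enzyme reaction, room temperature, light-protected; Technique: FRET fluorescence in CFP and YFP emission channels; Controls: no-enzyme wells low, DMSO-plus-enzyme wells high control.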
SENP7 inh: inhibitors of human SENP7 protease; inhibition, % at 5 µM; recombinant SENP7, Z-RLRGG-aminoluciferin luminescence, 40 min; 1.5% of 330,000 active;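 active = inhibition above about 50% at the single test dose, limit read from the data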;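 note: plate controls were DMSO with enzyme for no effect and no enzyme buffer wells for full effect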
Target sequence (Q9BQF6 706-1050 limits assumed): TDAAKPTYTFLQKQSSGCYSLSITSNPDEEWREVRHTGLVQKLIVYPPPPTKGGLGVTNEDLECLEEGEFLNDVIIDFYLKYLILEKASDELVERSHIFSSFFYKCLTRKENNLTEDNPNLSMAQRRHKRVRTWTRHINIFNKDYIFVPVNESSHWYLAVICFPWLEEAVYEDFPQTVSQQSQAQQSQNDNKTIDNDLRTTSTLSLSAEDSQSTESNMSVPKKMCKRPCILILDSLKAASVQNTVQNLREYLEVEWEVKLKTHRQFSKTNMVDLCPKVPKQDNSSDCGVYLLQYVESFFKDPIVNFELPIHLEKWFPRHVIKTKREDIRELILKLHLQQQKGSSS
UBC13 inh: human UBC13 polyubiquitination inhibition | UBC13 polyubiquitin chain formation, TR-FRET | inhibition, % at 20 µM | 0.47% of 330,000 active; in the data active = inhibition above about 45%, passing the limit was not always enough; inconclusive = no clear call, values can overlap the other calls
Target sequence (P61088 whole entry, looked up): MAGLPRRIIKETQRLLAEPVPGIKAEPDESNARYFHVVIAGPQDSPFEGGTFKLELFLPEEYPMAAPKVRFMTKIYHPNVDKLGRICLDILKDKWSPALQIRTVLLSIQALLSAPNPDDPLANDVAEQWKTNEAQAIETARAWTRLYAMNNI
SENP8 block-1: inhibitors of human SENP8 protease; Q96LD8; recombinant SENP8, Nedd8 substrate fluorescence; inhibition, % at 20 µM; 0.64% of 360,000 active; AID 602440; in the data active = inhibition mostly above about 40%, no sharp cut-off; inactive = mostly below about 27%
SENP8 block-2: blocks the human protease SENP8; Q96LD8; purified SENP8, Z-RLRGG-aminoluciferin cleavage, luminescence; inhibition, % at 10 µM; 1.2% of 330,000 active; AID 2540; in the data active = inhibition above about 50%
Active calls of the source: *; ? = inconclusive; . = not tested or not shown.

SMILES	APOBEC3G inh	SENP6 block	Apaf-1 inh	SENP1 inh	SENP7 inh	UBC13 inh	SENP8 block-1	SENP8 block-2
CC(NC(=O)OC(C)(C)C)C(=O)NC(CCC(=O)OCc1ccccc1)C(N)=O (stereo unspecified)	-4	7	2	2	4	5	11	0
COC(=O)[C@H](CC(C)C)NC(=O)Cn1cnc(C(=O)Nc2ccc(C)c(C)c2)n1	4	.	11	2	2	.	-3	.
CC/C(=N\NC(=O)c1c(C)nc2ccccn12)c1ccccc1	-5	-8	8	-2	-3	-7	8	-9
Cc1cccnc1	-10	4	4	-1	-1	-6	4	-13
CCOC(=O)c1c(-c2ccccc2)csc1NC(=O)c1cccc(N2C(=O)CCC2=O)c1	-6	-17	22	-2	-11	16	-199	-7
O=C(Nc1nc2c(Cl)cccc2s1)c1ccc(Br)o1	-3	-2	-1	-13	2	-15	-155	-2
COc1ccccc1N1CCN(C2CCCN(C(=O)c3ccsc3)C2)CC1 (stereo unspecified)	5	-18	8	1	-7	3	4	-4
CC(=O)Nc1nnc(SCC(=O)NCC2CCCO2)s1 (stereo unspecified)	10	-12	-22	2	-2	3	16	-13
O=C(Nc1ccc(F)cc1)C(Cc1ccccc1)n1cccc1 (stereo unspecified)	-3	4	-5	1	1	-9	12	3
CC(=O)N1N=C(c2ccccc2)OC1(C)CC(=O)Nc1ccccc1 (stereo unspecified)	-6	-2	-2	1	-2	8	-86	-3
COc1ccccc1C(=O)Nc1c2c(nn1-c1ccc([N+](=O)[O-])cc1)CS(=O)(=O)C2	2	7	-2	2	3	-2	7	1
O=C(NCc1nc2ccccc2[nH]1)C1=C[C@@H](c2ccccc2)C[C@@H](OCCCCO)O1	-14	-12	3	2	12	-9	4	-14
Cc1ccc(S(=O)(=O)N2CCN(C(=O)COC(=O)c3c(C)noc3C)CC2)c(C)c1	3	17	-2	3	-1	7	18	-1
CCOC(=O)c1nsnc1NCCSC(=N)N	1	-2	-4	-1	5	12	-378	6
C[C@H](CO)N1C[C@H](C)[C@@H](CN(C)C(=O)Nc2ccc(C(F)(F)F)cc2)Oc2ccc(NS(=O)(=O)c3ccccc3)cc2C1=O	2	2	22	2	15	4	7	6

Three entries from above, with two lines to a compound.
Each structure is followed by: APOBEC3G inh, SENP6 block, Apaf-1 inh, SENP1 inh, SENP7 inh, UBC13 inh, SENP8 block-1, SENP8 block-2
CCOC(=O)c1nsnc1NCCSC(=N)N
 : 1, -2, -4, -1, 5, 12, -378, 6
C[C@H](CO)N1C[C@H](C)[C@@H](CN(C)C(=O)Nc2ccc(C(F)(F)F)cc2)Oc2ccc(NS(=O)(=O)c3ccccc3)cc2C1=O
 : 2, 2, 22, 2, 15, 4, 7, 6
COc1ccccc1C(=O)Nc1c2c(nn1-c1ccc([N+](=O)[O-])cc1)CS(=O)(=O)C2
 : 2, 7, -2, 2, 3, -2, 7, 1

More entries follow:
SMILES	APOBEC3G inh	SENP6 block	Apaf-1 inh	SENP1 inh	SENP7 inh	UBC13 inh	SENP8 block-1	SENP8 block-2
CSc1cccc(NC(=O)CCc2ccccc2)c1	-1	-7	13	2	10	3	14	-1
CC(C)(CNC(=O)c1cc(Cl)c(O)c(Cl)c1)N1CCCCC1	-9	8	-11	2	-8	-1	12	11
C/C(CC(=O)Nc1cccnc1)=N\NC(=O)C(=O)NC(C)C	-9	-56	5	-1	-6	-6	33	-4
Cc1cc(C)c(NC(=O)C(=O)NCc2ccco2)c(C)c1	-3	-4	-10	3	-7	-8	9	1
CCOc1ccccc1NC(=O)C1COc2ccccc2O1 (stereo unspecified)	1	-2	19	1	3	0	4	-1
CC(=O)N1CCc2cc(S(=O)(=O)NCCCOC(C)C)ccc21	-4	-2	5	1	4	5	13	-4
O=C(OCc1ccc(COC(=O)c2ccccn2)cc1)c1ccccn1	-6	22	-9	-1	10	0	1	-5
O=[N+]([O-])c1ccc2c(c1Nc1ccccc1Cl)=NC1(CCCCC1)N=2	2	15	17	5	9	-84	24	-1
CCCOc1ccccc1NC(=O)c1ccc([N+](=O)[O-])cc1	-8	-34	6	1	-14	-10	18	-6
CCC(C)(C)C1CCC2(CC1)NC(CO)(CO)CO2 (stereo unspecified)	-7	-9	-2	2	5	10	24	3
CCOc1ccccc1N1CC(C(=O)Nc2cc(Cl)ccc2C)CC1=O (stereo unspecified)	-8	-4	6	0	-2	7	6	-3
CCc1ccc(NC(=S)NCc2ccccc2)cc1	-10	-3	-4	3	6	-1	24	9
Cc1nc2cc(C(=O)OCC(=O)Nc3ccc(C#N)cc3)ccc2n1-c1ccccc1	-10	-2	12	-1	3	-2	-88	-3
Cc1ccccc1NC(=O)Cc1nc(COC(=O)c2cccc(O)c2)cs1	-5	-7	-5	-15	7	18	0	-5
CCc1noc(C)c1C(=O)N1CCN(S(=O)(=O)c2ccc(C(C)=O)cc2)CC1	1	-6	7	2	0	3	3	3
O=C(CCc1ccccc1)Nc1ccc(NC(=O)C2CC2)nc1	0	-3	1	0	7	4	18	-1
CCOc1ncccc1C(=O)OCc1ccc(C(=O)OC)cc1	-2	28	-8	1	20	9	-32	-4
CN(CC(=O)N1CCCCC1)S(=O)(=O)c1cccc2nsnc12	-7	-6	-3	0	-20	-4	16	0
O=C1NC[C@H](c2ccccc2)OC(=O)[C@H](Cc2ccc(F)cc2)CC/C=C/C[C@@H]1CC(=O)N(CCO)Cc1ccccc1	0	-2	33	-1	-10	-14	7	-10
CN1CCN(C(=S)NC(=O)c2cccc(S(=O)(=O)N(C)C)c2)CC1	-1	0	2	0	-3	-9	14	0
O=C(NCc1ccccn1)c1nc(Cn2ccc([N+](=O)[O-])n2)no1	-6	-6	-5	2	4	8	10	1
Fc1ccccc1NC(=S)Nc1cccnc1	-5	-8	-5	5	10	8	-4	0
O=C(CCC1CCN(C(=O)c2cc(C(F)(F)F)ccc2Cl)CC1)NC1CC1	29	15	11	2	8	-10	2	0
CC(=O)NCCC(=O)Nc1nc(-c2ccc3c(c2)OCCO3)cs1	-9	-17	9	1	-15	-2	3	-10
O=C(COc1ccccc1Cl)Nc1ccc2c(c1)OCCO2	-2	19	1	2	-1	2	11	-10
O=C(NCCC1CCCCN1S(=O)(=O)c1cccs1)C(=O)NCc1ccccc1 (stereo unspecified)	6	-3	13	0	9	-11	7	-2
O=C(CSc1ccc([N+](=O)[O-])cc1)Nc1ccccc1N1CCOCC1	-3	-6	-1	-1	5	-3	12	2
CCNC(=S)NNC(=O)c1ccccc1Cl	-1	-12	-9	-1	5	0	2	1
CCn1c(SCC(=O)Nc2nc3c(s2)CCCC3)nnc1-c1ccccc1	-5	-2	11	0	-8	1	15	0
CCOC(=O)Cc1csc(NC(=S)NC(=O)c2ccc(Cl)cc2)n1	4	0	14	2	12	-7	27	7
CC1=C(C)CC(C(=O)NCCCN2CCCC2=O)C(C(=O)O)C1 (stereo unspecified)	-6	2	9	-1	-4	2	-2	17
CC(C)CC(=O)N1CCN(c2ccc(NC(=O)c3ccco3)cc2)CC1	-9	-2	2	2	5	-2	3	0
CC(=O)N1CCN(C2=NC(=O)C(=C3CCCCC3)S2)CC1	-8	9	-3	1	9	-5	3	-10
Cc1cccc(C)c1NC(=O)N1CCN(c2nc3ccccc3s2)CC1	-12	-13	7	1	-5	-3	21	-6
CC1=CC(C)(C)N2C(=O)C3(NCCc4c3[nH]c3ccccc43)c3cccc1c32 (stereo unspecified)	8	2	19	2	15	-14	-2	9
CCCc1c(C(=O)N/N=C/c2ccccc2OCc2ccc(F)cc2)nnn1-c1nonc1N	-6	3	-6	-1	11	-17	-16	-9
CCOC(=O)c1ccc(S(=O)(=O)N2CCN(c3ccccn3)CC2)cc1	-1	11	10	3	3	-3	12	4
Cc1cccc(OCc2ccc(C(=O)N3CCOCC3)o2)c1	-9	2	-6	0	-7	-5	1	-10
CCOC(=O)c1nc2cc3n(c(C)c-2c1C)C(C)C(CC)=C3C (stereo unspecified)	-2	-16	1	-13	-3	8	-344	-7
COC(=O)C1=C(N)c2c(F)cccc2C1(C#N)c1ccccc1 (stereo unspecified)	-6	-1	6	-2	5	12	-470	-1
Cc1cccc(NC(=O)c2cc3c([nH]c4ccccc43)c(C)n2)c1C	-1	0	-2	-30	-12	?	-46	-5
COc1ccc(OC)c(NC(=S)NCc2ccco2)c1	-1	-19	11	0	0	3	32	0
COCCNC(=O)C(=O)NNC(=O)CCc1ccccc1	-6	-9	-6	0	-2	-7	15	-4
CNS(=O)(=O)c1cccc(C(=O)NC2CCCc3ccccc32)c1 (stereo unspecified)	9	-7	0	-1	-1	3	4	-2
CCn1cc(/C=N/O)c(C)n1	-5	-10	3	0	-6	-12	13	1
CC1(C)S[C@@H]2[C@H](NC(=O)COc3ccccc3)C(=O)N2C1C(=O)OCc1ccccc1 (stereo partly specified)	-10	-33	32	1	13	-8	6	-11
CCOC(=O)N1CCN(C(=O)c2cn(CC)c3ccc(S(=O)(=O)N4CCC(C)CC4)cc3c2=O)CC1	10	-4	5	1	7	-7	4	-8

20 consecutive entries from above:
SMILES	APOBEC3G inh	SENP6 block	Apaf-1 inh	SENP1 inh	SENP7 inh	UBC13 inh	SENP8 block-1	SENP8 block-2
O=C(COc1ccccc1Cl)Nc1ccc2c(c1)OCCO2	-2	19	1	2	-1	2	11	-10
O=C(NCCC1CCCCN1S(=O)(=O)c1cccs1)C(=O)NCc1ccccc1 (stereo unspecified)	6	-3	13	0	9	-11	7	-2
O=C(CSc1ccc([N+](=O)[O-])cc1)Nc1ccccc1N1CCOCC1	-3	-6	-1	-1	5	-3	12	2
CCNC(=S)NNC(=O)c1ccccc1Cl	-1	-12	-9	-1	5	0	2	1
CCn1c(SCC(=O)Nc2nc3c(s2)CCCC3)nnc1-c1ccccc1	-5	-2	11	0	-8	1	15	0
CCOC(=O)Cc1csc(NC(=S)NC(=O)c2ccc(Cl)cc2)n1	4	0	14	2	12	-7	27	7
CC1=C(C)CC(C(=O)NCCCN2CCCC2=O)C(C(=O)O)C1 (stereo unspecified)	-6	2	9	-1	-4	2	-2	17
CC(C)CC(=O)N1CCN(c2ccc(NC(=O)c3ccco3)cc2)CC1	-9	-2	2	2	5	-2	3	0
CC(=O)N1CCN(C2=NC(=O)C(=C3CCCCC3)S2)CC1	-8	9	-3	1	9	-5	3	-10
Cc1cccc(C)c1NC(=O)N1CCN(c2nc3ccccc3s2)CC1	-12	-13	7	1	-5	-3	21	-6
CC1=CC(C)(C)N2C(=O)C3(NCCc4c3[nH]c3ccccc43)c3cccc1c32 (stereo unspecified)	8	2	19	2	15	-14	-2	9
CCCc1c(C(=O)N/N=C/c2ccccc2OCc2ccc(F)cc2)nnn1-c1nonc1N	-6	3	-6	-1	11	-17	-16	-9
CCOC(=O)c1ccc(S(=O)(=O)N2CCN(c3ccccn3)CC2)cc1	-1	11	10	3	3	-3	12	4
Cc1cccc(OCc2ccc(C(=O)N3CCOCC3)o2)c1	-9	2	-6	0	-7	-5	1	-10
CCOC(=O)c1nc2cc3n(c(C)c-2c1C)C(C)C(CC)=C3C (stereo unspecified)	-2	-16	1	-13	-3	8	-344	-7
COC(=O)C1=C(N)c2c(F)cccc2C1(C#N)c1ccccc1 (stereo unspecified)	-6	-1	6	-2	5	12	-470	-1
Cc1cccc(NC(=O)c2cc3c([nH]c4ccccc43)c(C)n2)c1C	-1	0	-2	-30	-12	?	-46	-5
COc1ccc(OC)c(NC(=S)NCc2ccco2)c1	-1	-19	11	0	0	3	32	0
COCCNC(=O)C(=O)NNC(=O)CCc1ccccc1	-6	-9	-6	0	-2	-7	15	-4
CNS(=O)(=O)c1cccc(C(=O)NC2CCCc3ccccc32)c1 (stereo unspecified)	9	-7	0	-1	-1	3	4	-2

Assay outcomes: PubChem BioAssay, Sanford-Burnham Center for Chemical Genomics
